Screening data from PubChem BioAssay.
Mdm2 ligase inh = inhibitors of human Mdm2 E3 ubiquitin ligase; Q00987; cell-based MDM2 ubiquitination luciferase reporter, 2 h; 0 = plate control, 100 = twice control, blank-subtracted; signal enhancement, % at 5 µM; 210,000 compounds, 0.11% hits;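 active means signal enhancement of 30% or more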;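 further: luminescence tracks abundance of the self-degrading MDM2-luciferase fusion protein; higher signal means inhibition of MDM2 E3 ligase activity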
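Assay system: mammalian cells stably expressing self-ubiquitinating, self-degrading MDM2 E3–luciferase fusion. Quantity: 2000 cells in each well. Medium: DMEM culture medium. Compound dosing: single-point 5 µM. Timing: cell settling 4 h, compound treatment 2 h, both 37 °C. Technique: luciferase luminescence. Read-out basis: percent signal gain over controls, blank-subtracted. Benchmarks: plate controls and plate blanks.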
EBV gp42 block = blocks Epstein-Barr virus glycoprotein 42 binding. Fluorescence polarization binding assay, mP read-out. inhibition, % (tested at 21.74 µM). 220,000 compounds, 0.42% hits. AID 1085; in the data active means inhibition above about 50%
TNF death inh = blocks TNF-alpha induced death of Jurkat FADD-/- cells; Jurkat FADD-/- TNF necroptosis rescue, ATP luminescence, 24 h; 0 = TNF only, 100 = no-TNF cells; activation (protection from cell death), % at 10 µM; 220,000 compounds, 0.068% hits; AID 463075;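 active means activation, meaning protection from cell death, of at least 50% relative to plate controls; inactive means activation below 50%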;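 further: necroptosis triggered by 40 ng/mL TNF-alpha added together with compound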
L929 necroptosis = blocks zVAD induced death of L929 cells. viability rescue, % at 10 µM. AID 1377. 220,000 compounds, 0.38% hits. L929 zVAD necroptosis rescue, ATP luminescence, 24 h; with zVAD 60 µM;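 active means activation, scaled between plate controls, above about 75%, limit read from the data; inactive means activation under that limit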;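 further: 0% = zVAD with DMSO and 100% = DMSO alone without zVAD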
Rad51 HR inh = Rad51 (human) homologous recombination inhibition; hRad51 DNA strand exchange, fluorescence dequenching; 200,000 compounds, 0.085% hits; inhibition, % at 10 µM; Q06609; AID 1385;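 active means inhibition above 40% at the single screening dose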;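 further: 0% = DMSO control wells and 100% = blanks with heterologous ssDNA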
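Material: Human Rad51 nucleoprotein filaments preassembled on unlabelled ssDNA | Also added: Labelled 47-mer dsDNA for strand exchange | Dosing: Single dose, 10 µM final compound | Schedule: 30-min compound preincubation and 15-min exchange, both room temperature | Technique: Fluorescence dequenching at 485/520 nm | Measure: Percent inhibition relative to plate controls and blanks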
Calpain2 inh = calpain II (pig) inhibition | purified calpain II, fluorogenic peptide substrate, 30 min | inhibition, % at 16 µM | 220,000 compounds, 0.37% hits | AID 1236;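 active means inhibition above about 50%, limit read from the data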
PERK inhibitor = human PERK inhibition, primary cell-based screen; Q9NZJ5; CHO PERK-DD fusion, SEAP luminescence translation reporter; inhibition, % at 5.6 µM; 220,000 compounds, 0.17% hits; AID 1416;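 active means inhibition above the mean inhibition of all tested compounds plus 3 SD, set separately per screening campaign, cut at about 2.9% in these data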;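 further: PERK kinase domain activated by AP20187 dimerizer at 100 nM; 0% = DMSO with dimerizer and 100% = rapamycin at 8.4 µM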
Target sequence (Q9NZJ5 whole entry, looked up, the tested form may be a part): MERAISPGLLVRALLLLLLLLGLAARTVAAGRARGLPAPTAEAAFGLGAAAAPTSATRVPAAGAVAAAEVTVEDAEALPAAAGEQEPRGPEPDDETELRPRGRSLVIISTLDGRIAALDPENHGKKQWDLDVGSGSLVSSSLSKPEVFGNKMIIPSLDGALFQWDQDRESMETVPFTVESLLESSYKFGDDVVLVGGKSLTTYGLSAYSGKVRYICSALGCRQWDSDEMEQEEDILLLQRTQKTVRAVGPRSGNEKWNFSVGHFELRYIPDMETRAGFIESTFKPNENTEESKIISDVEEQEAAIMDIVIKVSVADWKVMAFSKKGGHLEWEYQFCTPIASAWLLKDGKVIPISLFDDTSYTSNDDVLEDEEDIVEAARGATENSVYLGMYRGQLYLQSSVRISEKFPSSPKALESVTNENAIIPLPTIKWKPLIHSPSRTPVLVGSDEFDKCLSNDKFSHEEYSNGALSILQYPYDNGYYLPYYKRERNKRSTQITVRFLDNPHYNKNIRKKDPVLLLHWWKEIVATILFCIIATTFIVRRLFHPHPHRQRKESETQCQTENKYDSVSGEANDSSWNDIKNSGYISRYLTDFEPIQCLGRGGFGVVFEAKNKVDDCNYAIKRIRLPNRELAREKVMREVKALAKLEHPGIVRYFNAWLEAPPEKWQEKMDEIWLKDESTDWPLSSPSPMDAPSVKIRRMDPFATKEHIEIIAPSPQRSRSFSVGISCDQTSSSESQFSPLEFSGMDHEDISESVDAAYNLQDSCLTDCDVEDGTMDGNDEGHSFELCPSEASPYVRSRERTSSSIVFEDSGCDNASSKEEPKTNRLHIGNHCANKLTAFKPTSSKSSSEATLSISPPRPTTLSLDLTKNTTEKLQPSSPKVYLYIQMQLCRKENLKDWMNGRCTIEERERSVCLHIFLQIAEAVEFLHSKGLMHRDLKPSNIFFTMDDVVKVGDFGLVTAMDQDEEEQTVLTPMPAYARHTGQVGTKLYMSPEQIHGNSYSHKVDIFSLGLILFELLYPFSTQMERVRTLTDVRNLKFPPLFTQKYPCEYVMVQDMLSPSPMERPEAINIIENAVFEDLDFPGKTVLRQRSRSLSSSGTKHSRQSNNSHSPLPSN
KCC2 mod = modulates chloride dependent transport by human KCC2; Q9H2X9; KCC2 cells, thallium flux FluoZin-2 fluorescence; B-score of Tl+ flux slope (higher = more flux/activation; lower = inhibition) at 10 µM; 190,000 compounds, 2.2% hits; AID 1456;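 active means thallium flux slope and its plate-corrected score both differing from the plate sample mean at a set confidence after two filtering rounds, in either direction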;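 further: slope of fluorescence scaled to starting intensity during 10 to 20 s after thallium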
eIF4E 4G PPI = eIF4E/eIF4G interaction inhibition in translation initiation; P63073+Q04637; inhibition, % at 21.7 µM; 220,000 compounds, 0.37% hits; TR-FRET eIF4E-eIF4GI(517-606) binding, 2 h;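 active means inhibition above about 30%, limit read from the data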;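 further: 0% = full FRET control wells and 100% = background wells lacking eIF4GI fragment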
Active calls of the source: *; i = inactive; nt = no result given; [ ] = dose if it differs, or a comment.

mol	Mdm2 ligase inh	EBV gp42 block	TNF death inh	L929 necroptosis	Rad51 HR inh	Calpain2 inh	PERK inhibitor	KCC2 mod	eIF4E 4G PPI
O=c1c(-c2ccccc2)c(O)nc2ccccn12	6	-5	-1.4	-0.5	2	-55	0.0	0.21	8
O=C(NC(O)C(=O)c1cccs1)c1cccnc1 (configuration not stated)	-10	2	-3.7	-0.1	-1	24	0.5	nt	-4
O=C(Nc1ccc(F)cc1)OCCOc1ccc([N+](=O)[O-])cc1	-5	-12	5.2	1.4	9	4	1.4	-0.38	5
CC(NC(=O)Nc1ccc2c(c1)OCO2)C1CCCO1 (configuration not stated)	-2	-20	-2.7	1.1	-5	3	-0.7	-0.5	-4
Cn1cc2ccc(N)cc2n1	-4	-18	0.6	4.0	4	-102	0.0	0.65	2
O=C(c1ccccc1)c1cnc(-c2ccccc2)s1	-58	10	2.0	2.7	-11	-19	-0.8	0.63	1
COc1ccc(N2C(=O)c3ccccc3NC2(C)C)cc1	-13	-19	0.5	4.7	-21	i	1.2	-0.086	1
O=C(CN1CCN(c2ccccn2)CC1)NC(=O)NC1CCCCC1	-4	-24	-0.3	3.7	2	-9	-0.4	nt	-10[fluorescence artefact?]
CNC(=S)Nc1ccc2nc(C)c(C)nc2c1	-13	19	-3.9	0.1	-2	-24	0.6	0.34	-8
CCN(CC(=O)Nc1ccc(OC)c(OC)c1)S(=O)(=O)c1ccc(C)cc1	-17	-12	-2.1	0.2	17	-15	-0.4	-0.39	0
COc1cccc(C(=O)N2CCN(CCCc3ccccc3)CC2)c1OC	-8	-18	-1.1	-0.3	7	-21	-1.9	nt	nt
CN1CCN(C(=O)c2ccc3c(c2)N(Cc2cccc(Cl)c2)C(=O)c2ccccc2S3=O)CC1 (configuration not stated)	nt	nt	1.5	-0.7	5	nt	-0.2	0.4	nt
CCc1cccc(CC)c1NC(=S)N(CCN(C)C)C(C)c1cccnc1 (configuration not stated)	-1	0	0.4	1.9	8	27	0.5	-1.1	1
O=S(=O)(c1ccc(F)cc1)N1CCC(N2CCCCCC2)CC1	-11	-25	-0.8	-0.2	-1	-18	1.6	1.3	-1
O=C(NC(C(=O)c1ccccc1)N1CCCCCC1)c1ccco1 (configuration not stated)	-3	-11	-3.1	-0.4	3	0	1.1	-0.4	6
COc1ccc(C(CC(=O)NC(C)(C)C)n2cccc2)cc1 (configuration not stated)	-9	-5	-0.5	-0.7	-9	-14	-1.1	nt	0
O=C(CN1C(=O)COc2ccc(S(=O)(=O)N3CCOCC3)cc21)NCc1ccco1	-4	1	1.7	-0.5	nt	-22	1.9	0.53	-11
Cc1cccc(-n2c(SCC(=O)NCc3ccco3)nc3ccccc3c2=O)c1	-5	7	-0.6	0.5	-5	1	-0.6	-1.2	-7[fluorescence artefact?]
CCCCN(C(=O)c1c(C)[nH]c(C(=O)OCC)c1C)c1ccccc1	-3	-28	0.1	0.1	-8	17	-0.7	-1.5	9
O=C(Cn1c(=O)oc2ccccc21)N1CCOCC1	5	3	0.3	1.4	-6	-9	0.8	1	2

Compound profiles, as listed above. Values in the order: Mdm2 ligase inh	EBV gp42 block	TNF death inh	L929 necroptosis	Rad51 HR inh	Calpain2 inh	PERK inhibitor	KCC2 mod	eIF4E 4G PPI
Entry for O=C(c1ccccc1)c1cnc(-c2ccccc2)s1 : -58	10	2.0	2.7	-11	-19	-0.8	0.63	1
Entry for Cc1cccc(-n2c(SCC(=O)NCc3ccco3)nc3ccccc3c2=O)c1 : -5	7	-0.6	0.5	-5	1	-0.6	-1.2	-7[fluorescence artefact?]
Entry for COc1ccc(N2C(=O)c3ccccc3NC2(C)C)cc1 : -13	-19	0.5	4.7	-21	i	1.2	-0.086	1

Continuation.
mol	Mdm2 ligase inh	EBV gp42 block	TNF death inh	L929 necroptosis	Rad51 HR inh	Calpain2 inh	PERK inhibitor	KCC2 mod	eIF4E 4G PPI
CCCCOP(=O)(c1ccc(N(C)C)cc1)C(O)c1ccc(OC)c(OC)c1 (configuration not stated)	-9	-11	4.7	0.8	18	-1	-0.7	-0.17	3
Cn1c(=O)c2cc(S(=O)(=O)Nc3cc(C(=O)O)cc(C(=O)O)c3)ccc2n(C)c1=O	7	-8	-0.3	-0.2	nt	3	0.8	1.3	5
O=C(CNC(=O)c1ccccc1)NCC(=O)OCC(=O)c1ccccc1	-12	-14	-0.1	0.2	-12	-23	0.3	nt	0
O=C(COC(=O)c1ccccn1)Nc1cccc2ccccc12	-6	-5	0.2	1.0	-2	-6	-0.2	0.0042	-2
O=C(Oc1ccc(-n2cnnn2)cc1)c1ccco1	-20	1	-1.8	0.4	7	2	1.2	-0.9	3
CCOc1ccc(CNC(=O)CCc2cn(Cc3ccccc3)c3ccccc23)cc1	nt	-6	0.3	nt	nt	-17	0.9	-0.29	4[fluorescence artefact?]
Cn1cc(CN2CCC(N3CCNC(=O)CC3)CC2)c(-c2ccccc2F)n1	15	-8	1.0	3.7	-2	-21	1.0	0.49	2
O=C(CSc1nc2sc3c(c2c(=O)n1Cc1ccco1)CCC3)N1CCc2ccccc21	nt	nt	0.5	0.2	nt	nt	0.2	-0.7	nt
CC(=O)Oc1ccc(/C=N/NC(=S)Nc2ccccc2)cc1	-19	-6	0.6	1.6	6	9	0.5	0.55	-6[fluorescence artefact?]
COC(=O)c1[nH]c2ccccc2c1NC(=O)C(C)N1CCN(C(=O)c2ccco2)CC1 (configuration not stated)	-12	-36	-2.4	0.8	-7	-46	-0.4	0.091	0[fluorescence artefact?]
Cc1cccc(C(=O)OCc2cnc(Cl)s2)c1	-8	-5	-1.8	0.1	1	19	-0.1	nt	-5
COc1cccc(CNc2ccc(F)c(Cl)c2)c1	nt	-26	1.9	1.0	2	43	-0.2	-0.62	3
CCC(C)[C@H](NC(=O)NCc1ccccc1Cl)C(=O)OC (some centres not stated)	10	-5	1.0	1.6	1	-11	1.4	nt	0
Cc1cc(N=CC2=C(O)CC(C)(C)CC2=O)no1	-2	-11	0.1	0.9	5	-9	0.8	nt	-5[fluorescence artefact?]
C=CCn1c(COc2cccc3ccc(C)nc23)nnc1SCC(N)=O	-7	-4	0.1	0.0	9	-82	0.1	nt	-9
CC/C(=N/NC(=O)CCC(=O)Nc1ccccc1OC)c1ccccc1	0	-13	1.2	0.6	2	3	-0.1	1.7	-4
CC(NC(=O)C(=O)N/N=C/c1ccccc1)c1ccccc1 (configuration not stated)	9	-13	-0.2	4.8	-90	-15	0.3	nt	1
CC(=O)N1CCc2cc(S(=O)(=O)NC(C(=O)Nc3ccc4c(c3)OCCO4)C(C)C)ccc21 (configuration not stated)	-18	-19	-0.2	-0.3	-6	17	-0.2	0.46	4
CCOC(=O)c1ccc(-n2c(N)c(C(=O)NCC3CCCO3)sc2=S)cc1 (configuration not stated)	-16	-36	-0.3	-0.1	1	14	-0.6	-0.74	5
NNC(=O)[C@@H]1C[C@@H]1c1ccccc1	nt	-6	2.4	1.2	nt	-3	-0.3	1.3	3[fluorescence artefact?]

Going on with the list:
The line under a structure holds: Mdm2 ligase inh	EBV gp42 block	TNF death inh	L929 necroptosis	Rad51 HR inh	Calpain2 inh	PERK inhibitor	KCC2 mod	eIF4E 4G PPI
O=C(NCCN1CCOCC1)c1csc2c1CCCCC2
    -12	-2	-0.2	0.3	6	15	0.7	nt	0
O=C(CCCNS(=O)(=O)c1ccc(Cl)c(Cl)c1)NCCc1ccccn1
    2	-28	0.4	-0.6	20	-24	1.1	-0.9	1
COc1ccc(C(=S)N2CCN(c3ccccc3C)CC2)cc1
    -8	-22	-2.9	0.7	19	30	0.5	i	-2
Nc1cc(Cl)nc(N/N=C/c2ccccc2[N+](=O)[O-])n1
    -29	-10	-3.6	0.8	10	27	-0.2	-1.6	7
CCCC(=O)NC(Nc1ccccc1F)C(Cl)(Cl)Cl (configuration not stated)
    -5	-2	-2.1	0.5	nt	-40	-1.5	nt	9
COc1ccc(-c2cc(=O)oc3cc(OCC(C)=O)ccc23)cc1
    5	-8	2.1	1.8	4	-31	0.3	0.075	0[fluorescence artefact?]
CC(n1cnnn1)C12CC3CC(CC(C3)C1)C2 (configuration not stated)
    -23	-8	-1.3	0.7	-5	18	1.1	-0.44	1
Nc1nnc(SCCOc2cccc(Br)c2)s1
    -6	-9	-1.4	-0.3	0	11	-0.2	-1.4	1
Cc1c(C(=O)Nc2ccc(Cc3ccncc3)cc2)cccc1[N+](=O)[O-]
    -8	-2	-3.4	0.8	-2	-9	-0.3	-0.94	0[fluorescence artefact?]
CCN(CC)S(=O)(=O)c1ccc(N2CCCC2)c(NS(=O)(=O)c2ccc(OC)cc2)c1
    6	-10	2.1	0.4	-2	6	-0.8	0.67	12
c1cncc(N=c2scc(-c3cccc4ccccc34)n2CCCn2ccnc2)c1
    -7	-12	0.8	-0.2	nt	-7	-0.9	0.25	-3[fluorescence artefact?]
CCOC(=O)c1ccc(N2C(=O)C3C(C2=O)C(C(=O)c2ccc(Cl)cc2)N2CCCC32)cc1 (configuration not stated)
    -13	94*	-5.4	-0.1	nt	-176	-1.2	-0.31	-17
